# GC-B act: GC-B (human) receptor activation | activation, % at 10 µM | HEK293-GC-B cells, CNP EC30, cGMP TR-FRET; 0% at EC30 CNP, 100% saturating CNP | 0.11% of 370,000 active | AID 1920062 | P20594;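 active means activation at 10 µM reaching about 35% in either raw or pattern-adjusted values, limit read from the data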
# SMARCA2 activ: activators of SMARCA2 function | MG213 cells, MMTV-luciferase reporter, dexamethasone, overnight | activation, % at 9.1 µM | 1% of 370,000 active; in the data active means activation above about 7.8%;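 further: 0% = vehicle wells and 100% = reference activator wells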
# ADAM10 inh: inhibitors of human ADAM10; AID 720582; O14672; recombinant ADAM10, EDANS/DABCYL FRET peptide cleavage, 3 h; inhibition, % at 7 µM; 0.62% of 370,000 active;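 active means inhibition above a per-campaign cutoff equal to the mean of compounds falling between control-based bounds plus 3 SD, cut at about 20% in these data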;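 further: 0% = DMSO wells while the 100% control is not disclosed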
# GAA850 FXN act: activators of GAA850 frataxin (FXN) promoter; 0.56% of 360,000 active; activation, % at 6 µM; HEK293 lucGAA850 FXN promoter luciferase reporter, 24 h; percent of 10 µM SAHA response;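 active means activation above the average of all compounds screened plus 3 SD, cutoff fixed separately per campaign, cut at about 7.5% in these data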;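 further: 0% = DMSO wells and 100% = 10 µM SAHA wells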
# sPLA2-III inh: Inhibits HGIII-sPLA2 liposome hydrolysis, primary screen; Q9NZ20; QFRET BODIPY PC-A2 liposome hydrolysis, fluorescence; inhibition, % at 12.2 µM; 0.56% of 370,000 active;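 active means inhibition above mean plus 3 SD of compounds lying within the high and low control bounds, cut at about 19% in these data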;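 further: 0% = median of test compound wells and 100% = no enzyme DMSO wells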
# Target sequence (Q9NZ20 whole entry, looked up): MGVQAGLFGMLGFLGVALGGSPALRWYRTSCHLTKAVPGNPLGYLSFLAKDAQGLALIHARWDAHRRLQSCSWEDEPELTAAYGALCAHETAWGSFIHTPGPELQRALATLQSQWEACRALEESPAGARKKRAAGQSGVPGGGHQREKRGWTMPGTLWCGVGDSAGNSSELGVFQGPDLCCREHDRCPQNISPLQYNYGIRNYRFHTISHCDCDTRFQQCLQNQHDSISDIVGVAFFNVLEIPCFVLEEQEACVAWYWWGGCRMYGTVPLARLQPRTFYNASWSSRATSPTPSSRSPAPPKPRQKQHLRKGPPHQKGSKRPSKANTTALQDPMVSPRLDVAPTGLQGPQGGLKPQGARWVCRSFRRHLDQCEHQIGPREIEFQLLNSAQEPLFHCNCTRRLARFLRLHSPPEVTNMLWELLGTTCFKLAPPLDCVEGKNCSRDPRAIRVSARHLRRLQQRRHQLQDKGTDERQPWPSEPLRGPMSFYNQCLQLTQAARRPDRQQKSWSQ
# NPR1 activator: GC-A (human) enzyme activation | P16066 | HEK293 GC-A cells, cGMP TR-FRET, EC30 ANP; 0% at EC30 ANP, 100% saturating ANP | activation, % at 10 µM | 0.14% of 370,000 active | AID 1671463; in the data active means activation above about 40%
# hcDAF12 agonist: activates DAF-12 receptor from parasite H. contortus | HEK293 hcDAF-12 lit1-tk-luc reporter, luminescence; 0% DMSO, 100% Δ7-dafachronic acid | activation, % at 6.8 µM | 1.4% of 370,000 active | AID 652067;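 active means activation above the mean of all tested compounds plus 3 SD, cut at about 5.5% in these data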;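 further: 100% = response to 3 µM Δ7-dafachronic acid high control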
# hgDAF-12 ag: activates the H. glycines DAF-12 receptor ligand-binding domain; HEK293 GAL4-hgDAF12 UAS-luciferase reporter, agonist luminescence; normalized to butyrate control; activation, % at 6.8 µM; 1.8% of 370,000 active;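 active means activation above a cutoff set at the mean of all screened compounds plus 3 SD, cut at about 10% in these data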;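 further: 0% = DMSO wells and 100% = sodium butyrate wells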
# ssDAF12 agonist: activators of S. stercoralis DAF-12 nuclear receptor | HEK293 ssDAF-12/GRIP1 lit1-tk-luc reporter, luminescence; % of 3 µM dafachronic acid response | activation, % at 6.8 µM | 1% of 370,000 active;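 active means activation above the mean over all tested compounds plus 3 SD, cut at about 0.9% in these data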;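 further: 0% = DMSO-only wells and 100% = 3 µM delta7-dafachronic acid wells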
# DAX1 inh-1: inhibitors of DAX1 repression of SF-1 activated StAR promoter; HEK293T StAR-luciferase reporter, SF-1/DAX-1 repression relief; inhibition, % at 6.8 µM; 1.1% of 370,000 active; AID 652010;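 active means inhibition above the mean over all tested compounds plus 3 SD, cut at about 3.6% in these data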;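 further: 0% = DAX-1 cells with DMSO and 100% = cells lacking DAX-1 with DMSO; higher inhibition means more luminescence from relief of DAX-1 repression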
# DAX1 inh-2: inhibits human nuclear receptor DAX1. 0.99% of 340,000 active. AID 504766. HEK293 Gal4-DAX1 luciferase reporter, luminescence. P51843. inhibition, % at 6.75 µM;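 active means inhibition above the mean over all tested compounds plus 3 SD, cut at about 4.2% in these data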;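 further: 0% = DAX1-transfected cells with DMSO and 100% = empty-vector control cells with DMSO; inhibition shows as a rise in luminescence from relieved DAX1 repression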
# Target sequence (P51843 207-470 limits assumed): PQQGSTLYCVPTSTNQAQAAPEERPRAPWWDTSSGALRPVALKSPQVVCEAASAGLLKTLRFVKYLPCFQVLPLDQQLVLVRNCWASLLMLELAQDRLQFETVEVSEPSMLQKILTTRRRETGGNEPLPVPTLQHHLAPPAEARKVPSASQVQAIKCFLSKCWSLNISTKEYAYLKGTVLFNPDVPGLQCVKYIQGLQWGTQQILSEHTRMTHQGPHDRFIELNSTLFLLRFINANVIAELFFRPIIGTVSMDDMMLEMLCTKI
# Starred values were filed as active, the others as inactive; / = no result given. Hits appear at their usual frequency; any-hit rate near 6.6%.
SMILES,GC-B act,SMARCA2 activ,ADAM10 inh,GAA850 FXN act,sPLA2-III inh,NPR1 activator,hcDAF12 agonist,hgDAF-12 ag,ssDAF12 agonist,DAX1 inh-1,DAX1 inh-2
C=CCn1c(CNS(=O)(=O)c2ccc(Br)cc2)n[nH]c1=S,0.3,-0.7,-6.7,0.9,16.3,1.3,1.3,-3.6,-1.4,-0.3,0.6
Cc1ccc(OCC(=O)NNC(=O)c2ccc(F)c(S(=O)(=O)N3CCOCC3)c2)cc1C,2.7,-1.6,-3.7,0.5,-12.5,0.6,-0.8,0.7,-1.2,-0.2,0.5
Cc1nc(-c2ccc(NC(=O)C3CCCCC3)cc2)cs1,1.6,5.0,-1.0,2.7,-10.0,-0.3,1.9,10.4,-0.1,1.7,2.1
CCC(C(=O)O)N1C(=O)c2ccccc2C1=O (centres undefined),8.1,1.2,5.5,1.7,2.8,1.0,-0.5,-1.9,-1.2,0.1,0.6
O=C1[C@H](Cc2ccccc2)NCCCC[C@H](c2ccc(Cl)cc2)N1Cc1ccccc1,-28.5,0.9,12.0,3.1,-9.3,-19.1,-0.3,-0.1,-0.8,-0.1,0.2
O=C(c1cccs1)N1CCN(S(=O)(=O)c2ccc(F)cc2)CC1,8.7,-1.5,4.7,/,2.8,2.6,-1.0,-1.7,-0.8,0.0,/
CCOc1ccc(C(c2c(O)nc(SC)n(C)c2=O)c2c(O)nc(SC)n(C)c2=O)cc1,-4.0,-0.6,6.3,0.3,1.7,6.5,-0.1,1.1,-1.6,-0.2,2.1
CCC(C)C(NC(=O)c1ccccc1NC(=O)c1ccco1)C(=O)NNC(=O)c1ccncc1 (centres undefined),2.1,-2.9,-1.0,1.2,-2.2,1.2,-0.1,1.2,-0.8,-0.2,0.0
COc1ccc(CNC(=O)CCCn2nc(C)c([N+](=O)[O-])c2C)cc1,3.1,0.5,-3.8,3.9,-4.0,-0.2,-1.1,-2.1,-1.3,-0.4,-0.2
O=C(NCCN1CCC(Cc2ccccc2)CC1)C1CCCN(S(=O)(=O)c2ccc(Cl)s2)C1 (centres undefined),-17.9,-5.5,9.8,/,-23.9,-13.3,-4.2,-1.5,-2.2,-1.4,/
Cc1ccc(C(C(=O)Nc2ccc3c(c2)OCO3)N(C)C(=O)Cc2c[nH]c3ccccc23)cc1 (centres undefined),-1.4,-0.3,15.8,-1.3,-111.4,-5.7,-0.4,2.3,-1.1,-0.1,-1.3
CN1C(=O)NC(c2ccc([N+](=O)[O-])cc2)C2=C1CC(C)(C)CC2=O (centres undefined),4.7,-0.2,6.5,-0.2,3.9,-0.5,-0.1,-0.7,-1.0,1.2,1.8
CCCc1cc(=O)[nH]c(SCc2nc3ccc([N+](=O)[O-])cc3[nH]2)n1,-11.6,3.3,1.8,1.0,-5.5,-0.2,-2.0,-1.6,-1.3,-0.3,0.7
O=C(NC1CCCCCCC1)c1cc(COc2ccc3ncccc3c2)on1,-3.0,-7.9,0.3,-5.0,-7.3,-0.3,-4.2,-6.0,-3.0,-4.0,-3.1
COc1ccc(CCNc2oc(COc3ccccc3F)nc2C#N)cc1OC,7.3,-1.5,9.8,3.4,-11.9,7.9,-1.6,-2.7,-1.5,-1.0,-1.1
CC(C)c1ccc(C(=O)NCCCN(C)C)cc1,0.7,1.1,3.1,1.8,5.9,0.5,-0.8,0.8,-1.2,0.3,-0.3
O=C(NNS(=O)(=O)c1ccccc1)C1CC(c2cccnc2)=NO1 (centres undefined),-4.8,-1.5,-10.5,1.3,5.4,2.1,0.3,1.3,-0.3,1.1,-1.0
Cc1ccc2nsnc2c1S(=O)(=O)NCc1cccnc1,7.5,2.0,5.3,-0.2,9.0,-2.6,-0.8,1.1,-1.2,0.9,0.3
COc1ccccc1NC(=O)c1ccc(S(=O)(=O)NCc2ccco2)cc1,-0.7,-0.6,-0.4,0.3,-10.8,-0.5,1.1,-0.5,-1.6,-0.1,-0.8
O=C(Nc1cc(SCCO)cc([N+](=O)[O-])c1)c1ccco1,4.5,-2.6,3.9,0.8,11.6,4.1,-1.1,0.5,-0.8,-0.8,-1.1
COc1ccc(-c2nn(-c3ccccc3)cc2C(=O)N2CCN(C(=O)c3ccco3)CC2)cc1,0.3,-4.5,-3.5,0.2,-1.7,-5.0,-1.9,-0.5,-1.2,1.5,-0.9
CCN=C1SC(CC(=O)Nc2sc(C)c(C)c2C(=O)OC)C(=O)N1CC (centres undefined),-11.0,0.3,-2.6,1.8,1.1,7.6,-0.7,1.2,-1.6,0.1,-0.9
O=C(COC(=O)C1CCCCC1)Nc1ccccc1OC(F)F,-1.1,-3.5,-5.8,0.7,-3.8,0.0,-0.9,-0.6,-1.1,0.3,0.8
C[C@H](CO)N1C[C@H](C)[C@H](CN(C)Cc2ccccc2)Oc2ccc(NC(=O)Nc3ccc(F)cc3)cc2C1=O,1.1,-0.9,6.7,-4.7,-49.5,8.3,-1.7,0.3,-1.4,0.1,-0.4
COc1ccc(C(C(=O)NC2CCCC2)N(CCO)C(=O)Cn2nnc(-c3ccc(C)o3)n2)cc1OC (centres undefined),-4.0,-3.6,3.9,1.2,-4.7,-8.5,0.1,1.2,-0.9,-0.1,-0.5
SMILES,GC-B act,SMARCA2 activ,ADAM10 inh,GAA850 FXN act,sPLA2-III inh,NPR1 activator,hcDAF12 agonist,hgDAF-12 ag,ssDAF12 agonist,DAX1 inh-1,DAX1 inh-2
CCCCCC(=O)Nc1nc(C)c(-c2csc(Nc3cc(Cl)ccc3OC)n2)s1,0.2,1.4,-15.5,1.7,3.0,1.4,-1.8,1.5,-1.1,-0.5,0.6
O=C(CCC(=O)N(CC(=O)NC1CCCCC1)c1ccccc1F)Nc1nccs1,0.6,-2.5,-0.4,-0.9,5.0,4.8,3.6,-1.2,-1.1,0.3,-1.3
Cc1ccc(-n2c(-c3ccccc3)cc(/C=N/NC(=O)CC#N)c2-c2ccccc2)cc1,-0.4,-1.1,-3.4,/,-1.4,-4.8,-0.3,1.5,-2.2,0.2,/
O=C(CNC(=S)N(Cc1ccccc1F)C1CCCCC1)NCC1CCCO1 (centres undefined),-3.9,-2.2,1.0,-4.3,1.4,-10.2,-1.2,1.2,-2.5,-0.3,-1.0
NC1=NC(=Nc2ccc(S(N)(=O)=O)cc2)c2ccccc21,-1.4,-3.4,8.3,1.8,-1.2,1.2,0.5,5.1,-1.2,0.6,3.1
O=C(COC(=O)CNC(=O)c1ccccc1)Nc1ccc(S(=O)(=O)N2CCCC2)cc1,-4.7,-3.5,1.7,0.8,5.6,0.4,-0.9,-3.7,-1.3,0.4,0.3
O=C(NCc1cc(C(F)(F)F)cc(C(F)(F)F)c1)C1CC(c2ccccc2[N+](=O)[O-])=NO1 (centres undefined),-4.2,0.6,11.1,0.3,4.6,-3.0,1.4,0.8,-0.7,2.7,-0.6
O=C(COc1ccccc1Cl)Nc1ccc(C(=O)N2CCCCC2)cc1,-3.0,-2.9,9.0,1.2,-4.4,0.2,-2.0,-2.5,-1.3,-0.4,-0.7
COc1ccc(/C=N/NC(=O)CNC(=O)c2ccc(S(=O)(=O)N3CCOCC3)cc2)cc1OC,3.0,-3.6,4.9,-1.4,-1.5,-0.1,0.2,1.5,-1.8,-0.4,-0.8
O=C(/C=C/c1cccs1)NC1CCCC1,-1.2,-0.7,-2.6,1.1,-0.8,1.6,-0.1,5.0,-1.1,0.5,-0.8
O=C(OC(C(=O)NC1CCCCC1)c1ccccc1F)c1ccco1 (centres undefined),-7.9,-2.2,0.8,-1.0,-0.5,-8.1,0.9,-1.0,-0.7,-0.7,3.1
CCc1ccc(S(=O)(=O)Nc2ccc(N3CCN(C)CC3)cc2)cc1,-6.8,-3.5,-1.7,1.2,3.7,-0.1,0.1,-2.5,-1.7,0.1,2.1
COc1ccc(NS(=O)(=O)c2ccc(C(=O)N3CCC(C)CC3)cc2)cc1,-8.4,-0.3,-7.0,-3.3,-16.2,-2.3,-4.1,0.1,-1.3,-2.2,-2.2
O=C(COc1ccc(S(=O)(=O)N2CCCC2)cc1Cl)NCc1ccccn1,-11.6,-1.4,-5.6,-0.1,-0.1,-0.4,-1.3,1.2,-1.3,-1.3,0.1
Cc1nnc(SCc2cccc(CSc3nnc(C)s3)c2)s1,-1.5,0.9,5.8,1.9,4.5,-2.0,-0.5,4.6,-1.0,1.2,2.1

# Nine entries from above, with bars between the fields:
SMILES | GC-B act | SMARCA2 activ | ADAM10 inh | GAA850 FXN act | sPLA2-III inh | NPR1 activator | hcDAF12 agonist | hgDAF-12 ag | ssDAF12 agonist | DAX1 inh-1 | DAX1 inh-2
O=C(NCc1cc(C(F)(F)F)cc(C(F)(F)F)c1)C1CC(c2ccccc2[N+](=O)[O-])=NO1 (centres undefined) | -4.2 | 0.6 | 11.1 | 0.3 | 4.6 | -3.0 | 1.4 | 0.8 | -0.7 | 2.7 | -0.6
O=C(COc1ccccc1Cl)Nc1ccc(C(=O)N2CCCCC2)cc1 | -3.0 | -2.9 | 9.0 | 1.2 | -4.4 | 0.2 | -2.0 | -2.5 | -1.3 | -0.4 | -0.7
COc1ccc(/C=N/NC(=O)CNC(=O)c2ccc(S(=O)(=O)N3CCOCC3)cc2)cc1OC | 3.0 | -3.6 | 4.9 | -1.4 | -1.5 | -0.1 | 0.2 | 1.5 | -1.8 | -0.4 | -0.8
O=C(/C=C/c1cccs1)NC1CCCC1 | -1.2 | -0.7 | -2.6 | 1.1 | -0.8 | 1.6 | -0.1 | 5.0 | -1.1 | 0.5 | -0.8
O=C(OC(C(=O)NC1CCCCC1)c1ccccc1F)c1ccco1 (centres undefined) | -7.9 | -2.2 | 0.8 | -1.0 | -0.5 | -8.1 | 0.9 | -1.0 | -0.7 | -0.7 | 3.1
CCc1ccc(S(=O)(=O)Nc2ccc(N3CCN(C)CC3)cc2)cc1 | -6.8 | -3.5 | -1.7 | 1.2 | 3.7 | -0.1 | 0.1 | -2.5 | -1.7 | 0.1 | 2.1
COc1ccc(NS(=O)(=O)c2ccc(C(=O)N3CCC(C)CC3)cc2)cc1 | -8.4 | -0.3 | -7.0 | -3.3 | -16.2 | -2.3 | -4.1 | 0.1 | -1.3 | -2.2 | -2.2
O=C(COc1ccc(S(=O)(=O)N2CCCC2)cc1Cl)NCc1ccccn1 | -11.6 | -1.4 | -5.6 | -0.1 | -0.1 | -0.4 | -1.3 | 1.2 | -1.3 | -1.3 | 0.1
Cc1nnc(SCc2cccc(CSc3nnc(C)s3)c2)s1 | -1.5 | 0.9 | 5.8 | 1.9 | 4.5 | -2.0 | -0.5 | 4.6 | -1.0 | 1.2 | 2.1

# Source: PubChem BioAssay
